High-throughput results: PubChem BioAssay, National Center for Advancing Translational Sciences (NCATS)
ALOX15B inhib: inhibitors of human 15-lipoxygenase 2 (ALOX15B). O15296. purified 15hLO-2, xylenol orange hydroperoxide absorbance. Potency, µM (top dose mostly 57.1 µM), inactives show top-dose activity change, negative = inhibition, actives largely listed as inhibitors. 110,000 tested, 0.56% active; also: potency is read from the fitted curve at half-maximal effect; nearly all actives have a fitted effect of over 60% in size; many of its hits are not listed in these tables
Target sequence (O15296 whole entry, looked up): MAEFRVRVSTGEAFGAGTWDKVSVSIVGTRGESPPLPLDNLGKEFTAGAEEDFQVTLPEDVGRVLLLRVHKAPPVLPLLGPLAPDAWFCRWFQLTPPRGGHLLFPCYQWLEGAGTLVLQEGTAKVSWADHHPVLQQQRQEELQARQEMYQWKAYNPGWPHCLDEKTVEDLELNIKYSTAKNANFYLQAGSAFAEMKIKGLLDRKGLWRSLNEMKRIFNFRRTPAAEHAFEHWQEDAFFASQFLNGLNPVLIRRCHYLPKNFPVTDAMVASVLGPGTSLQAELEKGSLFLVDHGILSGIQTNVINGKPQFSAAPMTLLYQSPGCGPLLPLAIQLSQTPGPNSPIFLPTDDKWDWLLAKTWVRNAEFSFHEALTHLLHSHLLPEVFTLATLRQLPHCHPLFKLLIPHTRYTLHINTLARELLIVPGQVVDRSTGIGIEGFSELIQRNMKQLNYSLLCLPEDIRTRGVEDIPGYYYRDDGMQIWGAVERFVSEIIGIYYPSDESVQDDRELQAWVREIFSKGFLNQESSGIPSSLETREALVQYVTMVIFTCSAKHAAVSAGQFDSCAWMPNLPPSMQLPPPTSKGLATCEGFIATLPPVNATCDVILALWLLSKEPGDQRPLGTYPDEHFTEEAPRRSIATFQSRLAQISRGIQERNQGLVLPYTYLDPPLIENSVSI
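Purified human 15hLO-2 (50 nM) preincubated 15 min with compound, then 45 uM arachidonic acid for 90 min at RT in 25 mM Hepes pH 7.5, 0.01% Triton X-100. Hydroperoxide detected by Fe-xylenol orange; 573/405 nm absorbance ratio.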
ALOX12 inhib: 12-hLO (ALOX12) enzyme inhibition; Potency, µM (top dose mostly 57.1 µM), inactives show at the top dose activity change, negative = inhibition, usual class: inhibitors; P18054; AID 1452; 150,000 tested, 0.12% active; purified 12-hLO, xylenol orange hydroperoxide absorbance; also: potency is read from the fitted curve at half-maximal effect; nearly all actives have a fitted effect of over 55% in size; many of its hits are not listed in these tables
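Hydroperoxide output read as Fe(III)-xylenol orange absorbance, 573-to-405 nm ratio, after 30 min reaction with 40 uM arachidonic acid. Enzyme: 150 nM purified human 12hLO, 15 min compound preincubation; 25 mM Hepes pH 7.0, room temperature.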
IMPase inh: cell-permeable inhibitors of inositol monophosphatase (IMPase); 120,000 tested, under 10 active; P97697; inhibition (IP1 accumulation), % at 46.1 µM; AID 901; CHO-M1 cells, IP1 accumulation, HTRF TR-FRET ratio; active = well fitted curve in the direction sought with a large enough effect in the signal ratio, not every such curve was filed as active; inconclusive = small, poorly fitted or top-dose-only effect, or a change in a side signal; inactive = no such curve, though single readings can be large or run the other way; the % refers to the signal ratio;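 also: cells stimulated with carbachol in lithium chloride buffer; plate controls were DMSO basal wells for no effect and reference inhibitor wells for full effect; higher means more IMPase inhibition seen as more IP1 and lower FRET ratio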
Target sequence (P97697 whole entry, looked up): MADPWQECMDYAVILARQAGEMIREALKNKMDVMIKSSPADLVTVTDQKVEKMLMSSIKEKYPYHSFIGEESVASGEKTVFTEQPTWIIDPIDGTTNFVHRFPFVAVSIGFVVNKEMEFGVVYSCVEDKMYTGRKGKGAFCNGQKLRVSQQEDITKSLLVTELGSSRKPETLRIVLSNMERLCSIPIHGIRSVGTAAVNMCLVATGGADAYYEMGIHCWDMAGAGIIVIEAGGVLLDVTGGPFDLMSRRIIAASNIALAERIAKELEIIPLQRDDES
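Seeded CHO-M1 cells were dosed with compound at up to 46 uM, stimulated with carbachol for 30 min, then lysed in IP-One detection reagents. Higher IP1 lowers the TR-FRET signal.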
PNC inhibitor: perinucleolar compartment assembly inhibition; 140,000 tested, 3.1% active; AID 2417; activity change (PNC), negative = inhibition, % at 10 µM; PC3M PTB-GFP, PNC prevalence imaging, 16 h; active compounds read low;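 active = readout at or below -70, meaning at least 70% loss of cells showing the perinucleolar compartment, a nuclear body marking cancer cells; inconclusive = readout between -30 and a set limit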;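 also: plate controls were DMSO wells for no effect and camptothecin positive control wells for full effect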
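Compounds are pinned in duplicate onto adhered PC3M cells stably expressing GFP-tagged PTB and incubated 16 h at 37 C. Cells are then fixed, nuclei stained with Hoechst, and PNC-positive cells counted.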
The depositor's hits bear a star; ? = inconclusive; . = not tested or not shown; [ ] = remark or other dose. Unless noted, calls follow the shape of the dose curve; as a rule, active = well fitted curve in the direction sought with a large enough effect; inconclusive = small, poorly fitted or top-dose-only effect, or another doubt; inactive = no such curve, though single readings can be large; an effect the other way counts as inactive or inconclusive. Unless noted, % is scaled to controls: 0 for no effect and ±100 for the full control effect.

SMILES	ALOX15B inhib	ALOX12 inhib	IMPase inh	PNC inhibitor
CN(C)c1ccc(-n2cc3c(=O)n(C)c(=O)n(C)c3c2)cc1	6%	2%	-25	-18
O=C(Cn1nc(-c2ccccc2)ccc1=O)NCC1CCCO1 (stereo not drawn)	3%	2%	-9	?
COc1ccc(C2/C=C\CN(CC(C)C)CC(=O)N2Cc2cccc(F)c2)cc1 (stereo not drawn)	29%[0.0915 µM]	-1%[0.00818 µM]	.	.
Cc1ccc2occ(CN3CCN(c4ccccc4)CC3)c(=O)c2c1	8%[2.29 µM]	-2%	-1	?
O=[N+]([O-])c1cccc(-c2ccc(C(=S)N3CCN(c4ccc(F)cc4)CC3)o2)c1	.	-3%	.	?
CCSC1=C(C#N)C(c2cccc(Br)c2)CC(=O)N1 (stereo not drawn)	-13%[11.4 µM]	0%	-2[1.84 µM]	-4
C=CCn1c(=O)/c(=C2/SC(C)=C(C)N2CC)s/c1=C1/C(=O)N(CC)C(=S)N1c1ccccc1	-27%	-4%	-2	?
C=C(CC1([C@@H](NP(=O)(c2ccccc2)c2ccccc2)[C@H]2C[C@@H]2CCN(C(=O)OCC)S(=O)(=O)c2ccc(C)cc2)CC1)c1ccccc1	15%	-4%	.	.
COC(=O)c1ccc(/C(O)=C(\C#N)c2nc3ccccc3s2)cc1	-6%	-5%	3	?
Cc1ccc(C)c(NC(=S)N/N=C2/CCCCc3ccccc32)c1	.	?	.	44
COc1ccc(OC)c(C2CC(=O)NC(SC)=C2C#N)c1 (stereo not drawn)	-4%	5%	-4	17
CCOC(=O)c1c(C)n(C)c2ccc(OC(C)C(=O)OC)cc12 (stereo not drawn)	-1%	3%	2	-28
Cc1c(Br)c([N+](=O)[O-])nn1C(C)C(=O)Nc1ccc2c(c1)OCO2 (stereo not drawn)	-2%	3%	-21	10
COc1ccc(-c2nnc(-c3cccs3)o2)cc1OC	6%	-7%	-15	28
CCCCC(=O)Nc1ccc2c(c1)oc1ccccc12	.	4%	-4	-8
CC(CCc1ccccc1)NC(=O)c1ccc(C(=O)NC(C)CCc2ccccc2)cc1 (stereo not drawn)	-11%	8%	-3	27
Cc1c(C2(c3c(C)n(C)n(-c4ccccc4)c3=O)C(=O)Nc3ccc(F)cc32)c(=O)n(-c2ccccc2)n1C	-11%	-2%	-2	-5
COc1ccc(-c2cc(=O)c3ccccc3o2)cc1OC	5%	-13%	.	.
Cc1cc(C)c(S(=O)(=O)N2CCCCC2)c(C)c1N(C)S(=O)(=O)c1ccc(Cl)cc1	.	-2%	7	-16
NS(=O)(=O)c1ccc(N=Nc2ccc(O)c(C(=O)O)c2)cc1	-17%[11.4 µM]	-9%[11.4 µM]	.	.
CCC(=O)Nc1ccc(S(=O)(=O)N2CCN(c3ccc(F)cc3)CC2)cc1	7%	-2%	-9	51
COc1ccccc1NC1C=CS(=O)(=O)C1 (stereo not drawn)	-1%	-4%	-8	-7
C=CCn1c(CCC(O)CCCCC)n[nH]c1=S (stereo not drawn)	.	0%	.	15
O=C(c1ccco1)N1CCC[C@@]2(CCN(c3ncccn3)C2)C1	-2%	2%	.	.
CC(C)N(C(=O)Cn1cnc2c(cnn2-c2ccccc2Cl)c1=O)C(C)C	6%	-2%	-17	15
The list continues:
SMILES	ALOX15B inhib	ALOX12 inhib	IMPase inh	PNC inhibitor
Cc1ccccc1NC(=O)Cn1c(C)nc2ccc(NC(=O)C3CC3)cc2c1=O	-17%	-9%	4	50
COc1cc(NC(=O)c2ccccc2)cc(OC)c1	-2%	0%	?	?
O=C(CCC(=O)N1CCc2ccccc2C1)N1CCN(S(=O)(=O)c2ccccc2)CC1	.	2%	6	-8
COc1ccc(-n2cnnc2SCC(=O)NC2CCS(=O)(=O)C2)cc1 (stereo not drawn)	5%	-5%	2	17
Cc1cc(N)n2nc(C)c(-c3ccccc3)c2n1	1%	-1%	4	8
Cc1ccc(S(=O)(=O)NCCCCCC(=O)Nc2ccccc2C)cc1	.	-2%	.	40
CCC(Sc1ncccn1)C(=O)Nc1cc(C)on1 (stereo not drawn)	.	2%	-5	?
CCN1CCN(CC(=O)N2c3ccccc3CC2C)CC1 (stereo not drawn)	.	4%	1	8
CCn1c(SCc2ccc(C(=O)OC)o2)nnc1-c1c[nH]c2ccccc12	-3%	-3%	-6	-23
CCOC(=O)C1C(=O)CC(C)(O)C(C(=O)OCC)C1c1ccc(OC)cc1 (stereo not drawn)	0%	-11%	-6	?
O=C(Cn1ncc2c(=O)oc3ccccc3c21)Nc1nc2ccccc2s1	10%	5%	-3	?
COc1ccc(CCNc2cc(N3CCN(C(=O)c4ccc(C)cc4)CC3)ccc2[N+](=O)[O-])cc1OC	.	0%	.	-21
c1ccc(-n2ncc3c(N4CCCCC4)ncnc32)cc1	-6%	-1%	-3	15
CCOC(=O)C1=C[C@]2(CC)CCCN3CCc4c(n1c1ccccc41)[C@@H]32	.	-7%	.	-30
CCn1c2ccccc2c2nnc(SCC(=O)Nc3ncccn3)nc21	2%	-5%	-2	?
COc1ccc(/C=N/NC(=O)CN(Cc2ccccc2)S(=O)(=O)c2ccc3c(c2)OCCO3)cc1	.	2%	.	?
OCCN(C=NC1=NN(c2cccc(C(F)(F)F)c2)CC1)CCO	25µM*	-30%	13	43
CCOC(=O)CN1C(=O)S/C(=C/c2ccc(O)c([N+](=O)[O-])c2)C1=O	.	1%	.	44
COc1ccc(-c2nnc(OCc3nc4ccccc4n3C)c3ccccc23)cc1	.	1%	-1	?
Cc1ccc(-n2ncc3c(=O)[nH]c(SCC(=O)N4CCCc5ccccc54)nc32)cc1	-6%	-4%	4	-6
O=C1NC(c2ccccc2)=C(c2ccc3ccccc3n2)C(c2ccc(F)cc2)N1 (stereo not drawn)	.	-5%	-5	-15
CCCCSc1nnc(-c2ccc(NC(C)=O)cc2)n1C	.	-1%	3	-23
COCCCn1c(-c2ccsc2)nc2c1c(=O)[nH]c(=O)n2Cc1ccccc1	-13%	2%	-2	28
COC1C=CO[C@@]2(C)Oc3c(C)c(O)c4c(O)c(c5c(nc6cc(C)ccn65)c4c3C2=O)NC(=O)/C(C)=C\C=CC(C)C(O)[C@@H](C)C(O)C(C)[C@@H](OC(C)=O)C1C (stereo partly drawn)	-19%	-4%	.	.
CCOC(=O)N1CCN(c2c(N3CCN(c4cccc(C(F)(F)F)c4)CC3)c(=O)c2=O)CC1	0%[11.4 µM]	5%	1[1.84 µM]	-14

Record cards, from the list above:
CCOC(=O)CN1C(=O)S/C(=C/c2ccc(O)c([N+](=O)[O-])c2)C1=O as listed: ALOX15B inhib: .; ALOX12 inhib: 1%; IMPase inh: .; PNC inhibitor: 44
COc1ccc(-n2cnnc2SCC(=O)NC2CCS(=O)(=O)C2)cc1 (stereo not drawn) as listed: ALOX15B inhib: 5%; ALOX12 inhib: -5%; IMPase inh: 2; PNC inhibitor: 17
Cc1ccc(S(=O)(=O)NCCCCCC(=O)Nc2ccccc2C)cc1 as listed: ALOX15B inhib: .; ALOX12 inhib: -2%; IMPase inh: .; PNC inhibitor: 40

Further records:
SMILES	ALOX15B inhib	ALOX12 inhib	IMPase inh	PNC inhibitor
CCS(=O)(=O)N1CCC(C(=O)NCc2cc(OC)ccc2OC)CC1	-6%	3%	-8	?
Cc1cccc(CCNC(=O)CN(C)S(=O)(=O)c2ccc3c(c2)c(=O)n(C)c(=O)n3C)c1	-2%	1%	0	11
CC(=O)C1=C(O)C(=O)N(c2cccnc2)C1c1ccc(Cl)cc1 (stereo not drawn)	0%	-3%	5	-21
Fc1cccc(Cl)c1CNCc1ccccc1Cl	18%	4%	-1	?
O=C(CCCn1cnc([N+](=O)[O-])n1)Nc1ccc(Cl)c(Cl)c1	-12%	-8%	1	65
CC(C)CNS(=O)(=O)c1ccc(S(=O)(=O)N2CCN(CCC#N)CC2)cc1	-5%	5%	-4	5
O=C1OCCC1Sc1nnc(-c2ccco2)o1 (stereo not drawn)	.	1%	-2	-100*
O=C1/C(=C/c2cccc([N+](=O)[O-])c2)CCc2ccccc21	.	-2%	.	?
CN(C)CCNC(=O)C1CCCNC1=O (stereo not drawn)	-6%	0%	0	-2
Cc1cccc(C(=O)NC(=S)N2CCc3ccccc3C2)c1	.	-29%	.	-82*
COC(=O)c1cc(-c2ccc(Br)cc2)on1	4%	-1%	-4	?
O=C(CCC(=O)c1cccs1)OCC(=O)N1CCN(C(=O)c2ccco2)CC1	2%	-5%	-5	1
CCN(CC)C(=O)CSc1nnc(SCc2ccc(Cl)cc2)s1	0%	3%	9	-9
CCCCOc1ccc(OCCCC)c2c1NC1(N2)C(=O)N(C(C)=O)c2ccccc21	6%	-3%	-1	-3
Brc1ccc(Nc2nc3ccccc3n3nnnc23)cc1	7%	-6%	-6	12
CCOC(=O)C1(S(=O)(=O)c2ccc(Cl)cc2)CCN(Cc2ccc(C)cc2)CC1	40%[activator]	5%	-1	16
C=CCNC(=O)c1ccc(Sc2ccc(C)cc2)c([N+](=O)[O-])c1	-2%	-9%	-15	-4
CC(C)(C)c1ccc(OCC(=O)OCCNC(=O)c2cccnc2)cc1	-1%	-2%	7	?
CCOC(=O)Cn1c(=O)oc2cc(S(=O)(=O)N3CCn4c3nc3ccccc34)ccc21	-4%	2%	6	?
Cn1nnnc1SCC(=O)NCc1ccco1	0%	-3%	6	53
CN1CCC(=C2c3ccccc3Sc3ccccc32)CC1	-2%	-4%	21[20.6 µM]	.
CCC(C)NS(=O)(=O)c1ccc(OCC(=O)N2CCCCC2)cc1 (stereo not drawn)	1%	4%	4	10
Cc1cc2c(c(=O)n1Cc1ccc3c(c1)OCO3)C(c1cccnc1)C(C#N)=C(N)O2 (stereo not drawn)	9%	-5%	1	-15
O=C(CSc1nc2ccccc2[nH]1)Nc1c(F)cccc1F	0%	-2%	-1	-11
COc1ccccc1NS(=O)(=O)c1ccc(Br)s1	7%	-6%	-3	-4
The listing continues.
SMILES	ALOX15B inhib	ALOX12 inhib	IMPase inh	PNC inhibitor
O=C(CSc1ccc(-c2ccccc2)nn1)N1CCN(c2ccccc2)CC1	.	2%	-7	-2
CN(CC(CC(=O)Nc1nncs1)c1ccccc1)S(=O)(=O)c1ccc(Br)cc1 (stereo not drawn)	-24%	-25%	9	?
CC(=O)Oc1c(C)c(C)c2c(c1C)CCC(C)(CCCC(C)CCCC(C)CCCC(C)C)O2 (stereo not drawn)	16%[0.0915 µM]	0%[0.00818 µM]	-1	.
O=C(CCC(=O)c1cccs1)c1cccs1	.	1%	-5[0.369 µM]	-6
Cn1c(SCC(=O)c2ccc3c(c2)OCCO3)nnc1C1CC1	.	0%	15	?
CC(=O)c1ccc(Cl)c(Cl)c1Cl	-3%	-4%	.	.
Nc1ncnc2c1ncn2[C@@H]1O[C@@H](COP(=O)(O)OP(=O)(O)OP(=O)(O)OP(=O)(O)OC[C@@H]2O[C@@H](n3cnc4c(N)ncnc43)[C@@H](O)[C@H]2O)[C@H](O)[C@@H]1O	-13%	6%	1	.
CCOc1ccccc1N1CCN(C(=O)C(Sc2ccccc2)c2ccccc2)CC1 (stereo not drawn)	25%	-2%	?	72
Cc1cccc(CSCCNC(=S)Nc2ccccc2)c1	.	?	.	-13
CCOC(=O)C1CSc2[nH]c(=O)sc2C1c1ccccc1 (stereo not drawn)	-17%	-1%	1	5
COc1ccc(C2CC(=O)Nc3cc(C)c(C)cc32)c(OC)c1OC (stereo not drawn)	2%	1%	6	-26
CC(C)NC(=O)COC(=O)c1ccc(NS(=O)(=O)c2ccc3c(c2)OCCO3)cc1	2%	-2%	7	?
Nc1sccc1C(=O)c1ccc(Cl)cc1	-8%	-17%	3	?
Cc1ccc(NC(=O)c2ccc(CSc3nnnn3C)cc2)cc1	0%	-2%	1	-6
COC(=O)c1cc(Br)c(=O)n(Cc2cccnc2)c1	3%	2%	-11	-3

An excerpt; rates above refer to the full screens.
